ABCG2 block: inhibitors of human ABCG2 transporter, ABCB1 counter-screen. IgMXP3 cells, JC-1 efflux, flow cytometry. actives 0.1% (n = 190,000). inhibition, % at 6.6 µM;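 active means inhibition above 80%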;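 further: 0% = DMSO and 100% = nicardipine control wells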
Target sequence (Q9UNQ0 whole entry, looked up): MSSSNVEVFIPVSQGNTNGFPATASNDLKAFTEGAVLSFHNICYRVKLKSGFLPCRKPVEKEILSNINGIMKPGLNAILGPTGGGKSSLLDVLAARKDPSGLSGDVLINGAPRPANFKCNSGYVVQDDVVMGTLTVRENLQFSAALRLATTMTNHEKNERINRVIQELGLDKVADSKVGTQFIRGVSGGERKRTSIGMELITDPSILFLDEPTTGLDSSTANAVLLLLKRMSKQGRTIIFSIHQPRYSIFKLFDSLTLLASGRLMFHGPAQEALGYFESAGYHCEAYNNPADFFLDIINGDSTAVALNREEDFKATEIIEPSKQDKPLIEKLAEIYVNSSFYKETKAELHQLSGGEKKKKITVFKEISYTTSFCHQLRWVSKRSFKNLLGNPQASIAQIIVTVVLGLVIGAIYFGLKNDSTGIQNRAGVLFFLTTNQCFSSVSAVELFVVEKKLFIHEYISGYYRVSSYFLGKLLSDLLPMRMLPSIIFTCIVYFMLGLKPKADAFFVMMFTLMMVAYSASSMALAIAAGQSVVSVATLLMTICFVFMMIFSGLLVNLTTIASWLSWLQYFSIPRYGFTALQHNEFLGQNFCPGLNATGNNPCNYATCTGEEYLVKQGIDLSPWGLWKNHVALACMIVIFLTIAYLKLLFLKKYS
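Read-out basis: Efflux inhibition in percent versus controls | Test system: ABCG2 IgMXP3 and barcoded ABCB1 CCRF-Adr cell mix | Quantity: 3 million cells/mL in well | Schedule: 10 min at 25 °C | Control set: Nicardipine as high control, DMSO as low control | Reagent: JC-1 as fluorescent efflux pump substrate | Signal: Flow cytometry of retained JC-1 fluorescence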
HRas wt GTP bind: changes GTP binding to wildtype human HRas. P01112. GST-Ras wt beads, Bodipy-FL-GTP binding, flow cytometry; actives lie on both sides. GTP binding activity, % at 10 µM. actives 0.14% (n = 190,000). AID 759;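 active means GTP binding activity at least 20% away from the 100% baseline, either lowered as inhibitor or raised as activator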;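 further: 0% = unlabeled GTP competition control and 100% = no-compound control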
Target sequence (P01112 whole entry, looked up): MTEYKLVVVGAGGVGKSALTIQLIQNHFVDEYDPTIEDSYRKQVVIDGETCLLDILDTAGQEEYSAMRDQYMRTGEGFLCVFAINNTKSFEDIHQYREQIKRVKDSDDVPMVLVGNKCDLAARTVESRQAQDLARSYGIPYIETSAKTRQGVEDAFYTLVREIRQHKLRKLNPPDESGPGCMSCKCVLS
Rab7 wt GTP bind: dog Rab7 wildtype GTP binding, inhibitors and activators. actives 0.055% (n = 190,000). GST-Rab7 beads, fluorescent GTP binding, flow cytometry; actives lie on both sides; untreated = 100%, excess cold GTP = 0%. GTP binding activity (percent of control), % at 10 µM;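 active means fluorescent GTP binding to Rab7 beads changed by at least 20 points from the 100% baseline, either direction, mostly lower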;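 further: median green fluorescence of bound Bodipy-FL-GTP per Rab7 bead population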
Mcl1 Noxa PPI: disrupts binding of human Mcl-1 to Noxa peptide; Q07820; TR-FRET Mcl-1/Noxa peptide binding, 2 h; inhibition, % at 21.7 µM; actives 1.5% (n = 220,000); AID 1022;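 active means compounds that cut the protein-peptide binding signal by more than 50% relative to plate controls in a single-dose test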;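 further: His-tagged Mcl-1 with rhodamine Noxa BH3 peptide and terbium anti-His antibody; 0% = Mcl-1 plus Noxa peptide wells and 100% = peptide-only wells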
Rac1 wt GTP bind: human Rac1 wildtype GTP binding, inhibitors and activators; actives 0.27% (n = 190,000); GST-Rac1 beads, fluorescent GTP binding, flow cytometry; actives lie on both sides; 0 = cold GTP competed, 100 = untreated; AID 757; GTP binding activity (% of control), % at 10 µM;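 active means GTP binding activity at least 20 points away from the 100% control level, either lower or higher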
Rac1 act GTP bind: modulators of GTP binding to human Rac1 activated mutant. actives 0.11% (n = 190,000). GST-Rac1 activated beads, fluorescent GTP binding, flow cytometry; actives lie on both sides; 100% means binding = to untreated wells. P63000. percent activity (GTP binding), % at 10 µM;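 active means GTP binding at least 20 percentage points away from the 100% baseline, in either direction, so actives lie on both sides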
Pf gametocyte: P. falciparum stage V gametocyte viability inhibition; P. falciparum stage V gametocytes, ATP luminescence, 24 h; AID 743093; inhibition, % at 10.9 µM; actives 0.065% (n = 150,000);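 active means inhibition above the mean plus 3 SD of compounds within the control limits, set per campaign, cut at about 38% in these data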;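 further: 0% = DMSO wells and 100% = medium only without gametocytes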
Avidin bead fluor: avidin bead compound fluorescence profile | Avidin beads, compound fluorescence 488/530 nm, flow cytometry; hits give high values | fluorescence (KMESF) at 10 µM | actives 0.38% (n = 220,000); in the data active means fluorescence above about 47; further: inactives centre near 10
Cdc42 wt: modulators (inhibitors or activators) of GTP binding to human Cdc42 wildtype | GST-Cdc42 beads, Bodipy-GTP binding, flow cytometry; actives lie on both sides | percent activity (GTP binding), % at 10 µM | P60953 | actives 0.2% (n = 190,000);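 active means percent activity GTP binding at least 20 points away from the 100% baseline, either down as inhibitor or up as activator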;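 further: median bead fluorescence of bound Bodipy-FL-GTP at 100 nM; 0% = excess unlabeled GTP control and 100% = no compound control; below 100% means less GTP binding so inhibitor and above means activator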
Target sequence (P60953 whole entry, looked up): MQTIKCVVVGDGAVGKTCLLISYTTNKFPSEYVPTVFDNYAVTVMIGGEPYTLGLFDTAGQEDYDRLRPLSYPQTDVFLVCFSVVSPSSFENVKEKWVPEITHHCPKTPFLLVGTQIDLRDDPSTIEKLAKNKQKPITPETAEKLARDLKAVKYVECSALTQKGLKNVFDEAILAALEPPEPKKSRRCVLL
Rab2A wt mod: changes GTP binding to wildtype dog Rab2A, up or down; P61105; GST-Rab2 wt beads, Bodipy-GTP binding, flow cytometry; GTP binding activity, % at 10 µM; actives 0.19% (n = 190,000); AID 760;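 active means GTP binding activity at least 20 points away from 100%, either lowered or raised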;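 further: 0% = beads with excess unlabeled GTP and 100% = no-compound control corrected for plate trend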
ABCB1 inh: human ABCB1 inhibition, ABCG2 as counter-screen; actives 0.067% (n = 190,000); CCRF-Adr cells, JC-1 efflux, flow cytometry; inhibition, % at 6.6 µM; in the data active means inhibition above about 40%;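 further: 0% = vehicle and 100% = reference inhibitor; higher value means more JC-1 retained so stronger ABCB1 efflux block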
* hit, by the source's call.

CSc1ccccc1NC(=O)CSc1nnnn1-c1ccccc1SC was read as ABCG2 block 1, HRas wt GTP bind 99, Rab7 wt GTP bind 101, Mcl1 Noxa PPI 17, Rac1 wt GTP bind 102, Rac1 act GTP bind 99, Avidin bead fluor 12, Cdc42 wt 94, Rab2A wt mod 97 and ABCB1 inh 0.8.
For O=S(=O)(c1ccc(F)cc1)N1CN(Cc2ccco2)c2nc3ccccc3nc21 the results were ABCG2 block -2, HRas wt GTP bind 102, Rab7 wt GTP bind 103, Mcl1 Noxa PPI 8, Rac1 wt GTP bind 102, Rac1 act GTP bind 99, Avidin bead fluor 14, Cdc42 wt 103, Rab2A wt mod 100 and ABCB1 inh 0.1.
For O=C(CSc1ncnc2ccccc12)Nc1ccc(N2CCOCC2)cc1 the results were ABCG2 block 6, HRas wt GTP bind 104, Rab7 wt GTP bind 105, Mcl1 Noxa PPI 21, Rac1 wt GTP bind 116, Rac1 act GTP bind 102, Avidin bead fluor 9, Cdc42 wt 107, Rab2A wt mod 107 and ABCB1 inh 0.6.
Screening O=C(COc1ccc(Br)cc1F)N1CCN(c2ncccn2)CC1 returned ABCG2 block 9, HRas wt GTP bind 99, Rab7 wt GTP bind 100, Mcl1 Noxa PPI 4, Rac1 wt GTP bind 100, Rac1 act GTP bind 96, Pf gametocyte -1, Avidin bead fluor 8, Cdc42 wt 97, Rab2A wt mod 97 and ABCB1 inh 1.0.
For COc1cc(/C=N/Nc2nc(C)cc(C)n2)ccc1OC(=O)c1ccco1 the results were ABCG2 block 4, HRas wt GTP bind 102, Rab7 wt GTP bind 103, Mcl1 Noxa PPI 15, Rac1 wt GTP bind 104, Rac1 act GTP bind 100, Avidin bead fluor 13, Cdc42 wt 100 and Rab2A wt mod 103.
C=CCOc1c(Br)cc(CNn2nnnc2N)cc1OC was read as ABCG2 block 15, HRas wt GTP bind 101, Rab7 wt GTP bind 102, Mcl1 Noxa PPI -7, Rac1 wt GTP bind 107, Rac1 act GTP bind 101, Avidin bead fluor 13, Cdc42 wt 102, Rab2A wt mod 102 and ABCB1 inh 0.7.
For COc1cc2c(cc1OC)CN(C(=O)c1cc(=O)c3ccccc3o1)CC2 the results were ABCG2 block 14, HRas wt GTP bind 94, Rab7 wt GTP bind 93, Mcl1 Noxa PPI 10, Rac1 wt GTP bind 95, Rac1 act GTP bind 93, Avidin bead fluor 1, Cdc42 wt 97, Rab2A wt mod 94 and ABCB1 inh 4.1.
For CCN1CCN(C(=O)CN(c2ccc(C)cc2)S(C)(=O)=O)CC1 the results were ABCG2 block 1, HRas wt GTP bind 101, Rab7 wt GTP bind 101, Mcl1 Noxa PPI -11, Rac1 wt GTP bind 99, Rac1 act GTP bind 96, Avidin bead fluor 9, Cdc42 wt 100, Rab2A wt mod 99 and ABCB1 inh 0.1.
O=C(Cn1nnc2ccccc2c1=O)Nc1ccc(S(=O)(=O)N2CCOCC2)cc1 was read as ABCG2 block -1, HRas wt GTP bind 96, Rab7 wt GTP bind 100, Mcl1 Noxa PPI 14, Rac1 wt GTP bind 95, Rac1 act GTP bind 94, Pf gametocyte 14, Avidin bead fluor 12, Cdc42 wt 95, Rab2A wt mod 95 and ABCB1 inh -0.2.
For Cc1ccc(C)c(NC(=O)CN2C(=O)CNC2=O)c1 the results were ABCG2 block 0, HRas wt GTP bind 98, Rab7 wt GTP bind 96, Mcl1 Noxa PPI 22, Rac1 wt GTP bind 100, Rac1 act GTP bind 100, Pf gametocyte 23, Avidin bead fluor 8, Cdc42 wt 101, Rab2A wt mod 98 and ABCB1 inh -0.1.
Screening CCc1ccc(NC(=O)C(C)OC(=O)c2ccc(N3CCCC3)c([N+](=O)[O-])c2)cc1 (centres undefined) returned ABCG2 block 59, HRas wt GTP bind 92, Rab7 wt GTP bind 91, Mcl1 Noxa PPI 1, Rac1 wt GTP bind 92, Rac1 act GTP bind 90, Avidin bead fluor 19, Cdc42 wt 89, Rab2A wt mod 90 and ABCB1 inh 0.4.
CC(C)CC(=O)Nc1ccc([N+](=O)[O-])cc1Cl was read as ABCG2 block 2, HRas wt GTP bind 96, Rab7 wt GTP bind 96, Mcl1 Noxa PPI -5, Rac1 wt GTP bind 99, Rac1 act GTP bind 93, Pf gametocyte -15, Avidin bead fluor 12, Cdc42 wt 95, Rab2A wt mod 93 and ABCB1 inh 0.3.
COC(=O)c1ccc(COC(=O)c2ccc(-n3cnnn3)cc2)o1 was read as ABCG2 block 2, HRas wt GTP bind 96, Rab7 wt GTP bind 97, Mcl1 Noxa PPI -7, Rac1 wt GTP bind 97, Rac1 act GTP bind 93, Pf gametocyte -2, Avidin bead fluor 5, Cdc42 wt 95, Rab2A wt mod 95 and ABCB1 inh 0.1.
O=C(CCNS(=O)(=O)c1cccc2nsnc12)N1CC(=O)N(CCc2ccccc2)C(=O)C1 was read as ABCG2 block 2, HRas wt GTP bind 99, Rab7 wt GTP bind 96, Mcl1 Noxa PPI 6, Rac1 wt GTP bind 102, Rac1 act GTP bind 98, Pf gametocyte -16, Avidin bead fluor 17, Cdc42 wt 102, Rab2A wt mod 98 and ABCB1 inh 0.4.
COc1cccc(-c2nnc(SCC(=O)OC(C)C)n2Cc2ccco2)c1 was read as ABCG2 block 35, HRas wt GTP bind 101, Rab7 wt GTP bind 99, Mcl1 Noxa PPI 6, Rac1 wt GTP bind 106, Rac1 act GTP bind 98, Avidin bead fluor 14, Cdc42 wt 101, Rab2A wt mod 101 and ABCB1 inh 0.1.
Screening COc1nccnc1NS(=O)(=O)c1ccc(NC(=S)NC(=O)c2cccc(F)c2)cc1 returned ABCG2 block 1, HRas wt GTP bind 97, Rab7 wt GTP bind 99, Mcl1 Noxa PPI 21, Rac1 wt GTP bind 98, Rac1 act GTP bind 96, Pf gametocyte -10, Avidin bead fluor 6, Cdc42 wt 98, Rab2A wt mod 95 and ABCB1 inh 0.1.
Screening CCn1c(=O)cc(SCC(=O)NCCC2=CCCCC2)c2ccccc21 returned ABCG2 block 20, HRas wt GTP bind 100, Rab7 wt GTP bind 102, Mcl1 Noxa PPI -1, Rac1 wt GTP bind 102, Rac1 act GTP bind 98, Pf gametocyte -27, Avidin bead fluor 12, Cdc42 wt 98, Rab2A wt mod 100 and ABCB1 inh -1.5.
For O=c1c2ccccc2nc2n1CCCN2 the results were ABCG2 block 1, HRas wt GTP bind 95, Rab7 wt GTP bind 102, Mcl1 Noxa PPI 12, Rac1 wt GTP bind 97, Rac1 act GTP bind 94, Pf gametocyte 14, Avidin bead fluor 13, Cdc42 wt 95, Rab2A wt mod 95 and ABCB1 inh 0.1.
CC(C)C(C(=O)NC1=NCCS1)c1ccc(Cl)cc1 (centres undefined) was read as ABCG2 block 1, HRas wt GTP bind 94, Rab7 wt GTP bind 92, Mcl1 Noxa PPI 8, Rac1 wt GTP bind 93, Rac1 act GTP bind 95, Pf gametocyte 1, Avidin bead fluor 25, Cdc42 wt 94, Rab2A wt mod 94 and ABCB1 inh 0.7.
Screening COc1ccc(C(C(=O)NC2CCCCC2)N(C(=O)c2ccccn2)c2cccnc2)cc1 (centres undefined) returned ABCG2 block 1, HRas wt GTP bind 98, Rab7 wt GTP bind 97, Mcl1 Noxa PPI -10, Rac1 wt GTP bind 100, Rac1 act GTP bind 98, Pf gametocyte 0, Avidin bead fluor 10, Cdc42 wt 99, Rab2A wt mod 98 and ABCB1 inh 0.4.
Screening COc1ccc(C(c2nnnn2Cc2cccs2)N2CCN(c3ccccc3)CC2)cc1OC (centres undefined) returned ABCG2 block 1, HRas wt GTP bind 101, Rab7 wt GTP bind 102, Mcl1 Noxa PPI -3, Rac1 wt GTP bind 105, Rac1 act GTP bind 96, Avidin bead fluor 12, Cdc42 wt 99, Rab2A wt mod 102 and ABCB1 inh 3.8.
`COC(=O)c1sccc1NC(=O)/C=C/c1ccc(Cl)cc1Cl` gave ABCG2 block 0, HRas wt GTP bind 102, Rab7 wt GTP bind 99, Mcl1 Noxa PPI -7, Rac1 wt GTP bind 106, Rac1 act GTP bind 103, Avidin bead fluor 3, Cdc42 wt 104, Rab2A wt mod 100 and ABCB1 inh 0.3.
`Cc1cccc2cc(CNC3CCCC3)c(Cl)nc12` gave ABCG2 block 7, HRas wt GTP bind 99, Rab7 wt GTP bind 99, Mcl1 Noxa PPI 22, Rac1 wt GTP bind 102, Rac1 act GTP bind 97, Avidin bead fluor 11, Cdc42 wt 99, Rab2A wt mod 98 and ABCB1 inh 1.2.
For Fc1ccc(-c2nc3ccncc3[nH]2)cc1 the results were ABCG2 block 2, HRas wt GTP bind 100, Rab7 wt GTP bind 101, Mcl1 Noxa PPI 29, Rac1 wt GTP bind 100, Rac1 act GTP bind 100, Pf gametocyte 4, Avidin bead fluor 40, Cdc42 wt 100, Rab2A wt mod 100 and ABCB1 inh 0.4.
`COc1ccc2c(c1)C1(Nc3ccccc3C(=O)N1c1ccccc1)C(=O)N2` (centres undefined) gave ABCG2 block 1, HRas wt GTP bind 96, Rab7 wt GTP bind 100, Mcl1 Noxa PPI -40, Rac1 wt GTP bind 98, Rac1 act GTP bind 97, Pf gametocyte -40, Avidin bead fluor 35, Cdc42 wt 98, Rab2A wt mod 97 and ABCB1 inh 0.1.
Screening O=C(CN1CCOCC1)Nc1nc(-c2ccc3c(c2)CCN3S(=O)(=O)c2ccccc2)cs1 returned ABCG2 block 1, HRas wt GTP bind 98, Rab7 wt GTP bind 97, Mcl1 Noxa PPI -19, Rac1 wt GTP bind 106, Rac1 act GTP bind 94, Pf gametocyte -9, Avidin bead fluor 8, Cdc42 wt 96, Rab2A wt mod 97 and ABCB1 inh 1.1.
`COc1cc(/C=N/NC(=O)c2cccc(S(=O)(=O)N3CCOCC3)c2)cc(OC)c1O` gave ABCG2 block 0, HRas wt GTP bind 95, Rab7 wt GTP bind 95, Mcl1 Noxa PPI 46, Rac1 wt GTP bind 99, Rac1 act GTP bind 97, Pf gametocyte -12, Avidin bead fluor 10, Cdc42 wt 98, Rab2A wt mod 95 and ABCB1 inh 0.1.
Cn1cnnc1SCC(=O)Nc1cccc(S(=O)(=O)N2CCCCCC2)c1 was read as ABCG2 block 4, HRas wt GTP bind 99, Rab7 wt GTP bind 98, Mcl1 Noxa PPI 6, Rac1 wt GTP bind 100, Rac1 act GTP bind 97, Avidin bead fluor 5, Cdc42 wt 103, Rab2A wt mod 99 and ABCB1 inh -0.1.
